Bioassay records from PubChem.
A3G deaminase: APOBEC3G DNA deaminase inhibitors, primary screen, biochemical, fluorescence, single-stranded DNA substrate, uHTS; inhibition, % at 20 µM; 330,000 tested, 0.28% active; recombinant A3G, ssDNA deamination FAM/TAMRA fluorescence; AID 493012, 2011;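 active = inhibition of at least 40% at 20 µM, with no more than 30% in the related APOBEC3A deaminase screen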;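 note: plate controls were DMSO wells with A3G for no effect and wells lacking A3G enzyme for full effect; some compounds called inactive have numbers as strong as hits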
APOBEC3A inh: APOBEC3A ssDNA deaminase inhibitors, primary screen, selectivity assay for APOBEC3G inhibitor project, biochemical, FAM/TAMRA oligo cleavage fluorescence. DNA dC->dU-editing enzyme APOBEC-3A (Homo sapiens), P31941. recombinant A3A, FAM/TAMRA ssDNA deamination fluorescence. inhibition, % at 20 µM. 330,000 tested, 0.41% active. AID 493011, 2011;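 active = at least 40% inhibition at 20 µM here, with at most 30% in a related deaminase screen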;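 note: plate controls were A3A with DMSO for no effect and wells lacking A3A enzyme for full effect; some results filed as inactive read as strong as hits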
Target sequence (P31941 whole entry, looked up): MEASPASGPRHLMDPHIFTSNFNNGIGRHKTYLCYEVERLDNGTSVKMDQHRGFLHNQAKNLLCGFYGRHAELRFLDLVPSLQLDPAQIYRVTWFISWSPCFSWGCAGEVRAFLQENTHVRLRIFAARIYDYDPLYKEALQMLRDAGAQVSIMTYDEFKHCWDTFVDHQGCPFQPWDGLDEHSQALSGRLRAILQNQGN
MPTP block: mitochondrial permeability transition pore inhibitors, primary screen, biochemical, isolated mouse mitochondria, absorbance; Ca2+ swelling absorbance, 30 min; inhibition, % at 10 µM; 360,000 tested, 1.4% active; AID 602449, 2012;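 active = inhibition of 50% or more, scaled per plate between neutral and stimulator controls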;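 note: 0% = DMSO wells given calcium and 100% = 1 mM EGTA wells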
mIAP block: inhibitors of mouse IAP, primary screen, biochemical, luminescence, uHTS; intestinal alkaline phosphatase [Mus musculus]; AID 2806, 2010; inhibition, % at 10 µM; 330,000 tested, 0.2% active; purified mouse IAP, CDP-Star luminescence, 30 min;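 active = inhibition of at least 40% at 10 µM in the primary screen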;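 note: plate controls were DMSO with enzyme for no effect and no enzyme wells for full effect; values of inactives mirror those of a sister screen read the other way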
hIAP act: human IAP activators, primary screen, biochemical, luminescence, uHTS. activation factor at 10 µM. 330,000 tested, 0.16% active. Intestinal-type alkaline phosphatase (Homo sapiens), P09923. AID 2524, 2010. purified human IAP, CDP-Star luminescence, 30 min; active compounds read high; 1 = vehicle-only enzyme, 0 = enzyme-free background;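 active = activation factor of the enzyme at least 2-fold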; note: the source names both 10 and 20 µM as test concentration; values of inactives mirror those of a sister screen read the other way
Target sequence (P09923 whole entry, looked up): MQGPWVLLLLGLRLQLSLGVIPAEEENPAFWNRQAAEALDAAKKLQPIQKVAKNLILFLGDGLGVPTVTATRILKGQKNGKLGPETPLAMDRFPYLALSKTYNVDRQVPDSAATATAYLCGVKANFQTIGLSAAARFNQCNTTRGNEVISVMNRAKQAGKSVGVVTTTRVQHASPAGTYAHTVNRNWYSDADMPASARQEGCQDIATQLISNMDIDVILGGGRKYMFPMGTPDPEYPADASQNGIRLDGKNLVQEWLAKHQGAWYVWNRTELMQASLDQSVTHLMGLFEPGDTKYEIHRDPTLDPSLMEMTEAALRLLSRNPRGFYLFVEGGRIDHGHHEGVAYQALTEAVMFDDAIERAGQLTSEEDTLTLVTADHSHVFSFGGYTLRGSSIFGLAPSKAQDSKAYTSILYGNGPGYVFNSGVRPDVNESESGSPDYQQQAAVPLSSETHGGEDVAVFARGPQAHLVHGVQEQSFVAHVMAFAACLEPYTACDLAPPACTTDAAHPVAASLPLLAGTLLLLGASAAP
mIAP activ: activators of mouse IAP, primary screen, biochemical, luminescence, uHTS | 330,000 tested, 0.24% active | intestinal alkaline phosphatase [Mus musculus] | muIAP, CDP-Star luminescence, 30 min; active compounds read high; 1 = vehicle-only enzyme signal, 0 = enzyme-free wells | AID 2805, 2010 | activation factor at 10 µM;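 active = activation factor of at least 2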; note: the source names both 10 and 20 µM as test concentration; values of inactives mirror those of a sister screen read the other way
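also added = chemiluminescent substrate CDP-Star | test system = mouse IAP enzyme | signal = chemiluminescence readout | compound = DMSO-dissolved test compounds | incubation = 30 min at room temperature | benchmarks = DMSO wells, no-enzyme wells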
MIN6 prolif: inducers of MIN6 beta-cell proliferation, primary screen, ATP luminescence, uHTS | 330,000 tested, 0.29% active | proliferation, % at 10 µM | MIN6 cells proliferation, ATPlite luminescence, 48 h; cells starved in 0.2% serum; 100% = growth in 10% serum;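 active = compounds whose signal lies at least 3.5 SD above the mean of all wells on their plate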;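 note: 0% = DMSO-treated cells in low-serum medium and 100% = 10% serum control; some compounds called inactive have numbers as strong as hits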
GRIN3A LBD mod: binders of NR3A ligand-binding domain, primary screen, biophysical, differential scanning fluorimetry, uHTS | Glutamate receptor ionotropic, NMDA 3A (GRIN3A) ligand-binding domain | NR3A LBD differential scanning fluorimetry, Tm shift; 0% = protein alone, 100% = glycine-bound protein | 340,000 tested, 2.5% active | Tm shift relative to glycine control, % at 25 µM;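 active = melting temperature shift of at least 10% of the positive control shift, at one fixed dose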
hIAP block: human IAP inhibitors, primary screen, biochemical, luminescence, uHTS | Intestinal-type alkaline phosphatase (Homo sapiens), P09923 | purified IAP, CDP-Star luminescence, 30 min | inhibition, % at 10 µM | 330,000 tested, 0.12% active;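 active = inhibition reaching a set limit with compound at 10 µM in the primary screen, cut at about 35% in these data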;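 note: plate controls were DMSO wells with enzyme for no effect and no-enzyme buffer wells for full effect; values of inactives mirror those of a sister screen read the other way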
Numbers without * were called inactive; nt = not tested or not shown. Rows were taken by chance; any-hit rate near 5%.

SMILES | A3G deaminase | APOBEC3A inh | MPTP block | mIAP block | hIAP act | mIAP activ | MIN6 prolif | GRIN3A LBD mod | hIAP block
CC1=Nc2cccc3cccc(c23)N1C | 1 | -4 | -0.9 | -1 | 0.98 | 1 | 0 | 3 | 2
CCCCS(=O)CC(CS(=O)CCCC)OC(=O)c1ccc(C)cc1 (centres undefined) | -1 | -3 | -0.4 | -11 | 1.1 | 1.1 | -1 | 1 | -6
CCCOc1ccc(C2C(=O)N(C3CCCCC3)CC(=O)N2CCC)cc1OC (centres undefined) | -7 | -2 | 3.4 | 6 | 0.89 | 0.94 | 0 | 2 | 12
NS(=O)(=O)c1ccc(CCNC(=O)c2ccccc2-c2ccccc2)cc1 | 0 | -2 | 0.1 | 1 | 1 | 0.99 | -2 | -1 | 0
CCOc1ccc(-n2cc(C(=O)Nc3cccc(Cl)c3)c3cc(OC)c(OC)cc3c2=O)cc1 | -3 | -3 | 1.9 | -12 | 0.97 | 1.1 | -3 | -1 | 3
CCOC(=O)N1CCC(NC(=O)C2CCN(S(=O)(=O)c3cccc4cccnc34)CC2)CC1 | -6 | 1 | nt | -14 | 1 | 1.1 | 1 | -5 | -1
Cc1ccc(/C=C/C(=O)N2CCc3ccccc32)o1 | 18 | 34 | 2.7 | 11 | 0.99 | 0.89 | 0 | -3 | 1
Cc1cccc(CCNC(=O)CCc2c(C)nc3ncnn3c2C)c1 | -8 | -7 | -0.1 | 0 | 0.85 | 1 | 2 | 1 | 15
CC1CCN(C(=O)CSc2nnc(-c3ccc(S(=O)(=O)N4CCOCC4)cc3)n2C)CC1 | -5 | -3 | -0.6 | 4 | 0.94 | 0.96 | 1 | -1 | 6
NC(=O)c1nsc(C(=O)N(c2ccccc2)C(C(=O)NCC2CCCO2)c2ccc(F)cc2)c1N (centres undefined) | -10 | -3 | 2.1 | 5 | 0.82 | 0.95 | -1 | 3 | 18
Cc1cc(NC(=O)c2ccc(C)o2)no1 | 30 | -1 | -0.5 | -11 | 1 | 1.1 | -3 | 0 | -4
O=C(COC(=O)c1ccccc1NS(=O)(=O)c1cc([N+](=O)[O-])ccc1Cl)c1ccccc1 | -5 | -11 | nt | -5 | 0.96 | 1.1 | -4 | nt | 4
CCOC(=O)C1(CCCc2ccccc2)CCN(C(=O)c2cnn(CC)c2)CC1 | -5 | -3 | -0.1 | -16 | 0.96 | 1.2 | -2 | -1 | 4
O=C(NCC(=O)N1CCN(c2ccccc2F)CC1)c1ccco1 | -2 | -1 | -1.5 | 11 | 0.9 | 0.89 | 2 | 1 | 10
CC1CCCN(CC(O)COCc2ccccc2)C1 (centres undefined) | -7 | -4 | -0.1 | -1 | 1 | 1 | 0 | -2 | -4
CC(C)C(=O)Nc1nc2cc3c(cc2s1)OCO3 | 3 | -1 | -2.5 | 10 | 0.85 | 0.9 | -4 | -4 | 15
CC(C)(C)NC(=O)CSC(=Nc1ccccc1F)NC#N | -3 | -4 | 8.0 | 11 | 0.83 | 0.89 | 3 | 0 | 17
O=C(CNC(=O)c1ccc(Cl)cc1Cl)OCCOc1ccccc1F | 4 | -4 | -0.4 | -10 | 1.1 | 1.1 | -6 | 0 | -10
Cc1ccc(NC(=O)[C@H](CC(C)C)NC(=O)[C@@H]2Cc3ccccc3CN2)cc1 | -5 | -5 | 0.9 | 3 | 0.92 | 0.97 | 5 | 3 | 8
O=C(Cn1c(=O)oc2ccccc21)N1CCOCC1 | -5 | -4 | 1.1 | 0 | 1 | 1 | -3 | -3 | -4

In the list so far, these have sulfur.
SMILES | A3G deaminase | APOBEC3A inh | MPTP block | mIAP block | hIAP act | mIAP activ | MIN6 prolif | GRIN3A LBD mod | hIAP block
CCCCS(=O)CC(CS(=O)CCCC)OC(=O)c1ccc(C)cc1 (centres undefined) | -1 | -3 | -0.4 | -11 | 1.1 | 1.1 | -1 | 1 | -6
NS(=O)(=O)c1ccc(CCNC(=O)c2ccccc2-c2ccccc2)cc1 | 0 | -2 | 0.1 | 1 | 1 | 0.99 | -2 | -1 | 0
CCOC(=O)N1CCC(NC(=O)C2CCN(S(=O)(=O)c3cccc4cccnc34)CC2)CC1 | -6 | 1 | nt | -14 | 1 | 1.1 | 1 | -5 | -1
CC1CCN(C(=O)CSc2nnc(-c3ccc(S(=O)(=O)N4CCOCC4)cc3)n2C)CC1 | -5 | -3 | -0.6 | 4 | 0.94 | 0.96 | 1 | -1 | 6
NC(=O)c1nsc(C(=O)N(c2ccccc2)C(C(=O)NCC2CCCO2)c2ccc(F)cc2)c1N (centres undefined) | -10 | -3 | 2.1 | 5 | 0.82 | 0.95 | -1 | 3 | 18
O=C(COC(=O)c1ccccc1NS(=O)(=O)c1cc([N+](=O)[O-])ccc1Cl)c1ccccc1 | -5 | -11 | nt | -5 | 0.96 | 1.1 | -4 | nt | 4
CC(C)C(=O)Nc1nc2cc3c(cc2s1)OCO3 | 3 | -1 | -2.5 | 10 | 0.85 | 0.9 | -4 | -4 | 15
CC(C)(C)NC(=O)CSC(=Nc1ccccc1F)NC#N | -3 | -4 | 8.0 | 11 | 0.83 | 0.89 | 3 | 0 | 17

New compounds follow.
SMILES | A3G deaminase | APOBEC3A inh | MPTP block | mIAP block | hIAP act | mIAP activ | MIN6 prolif | GRIN3A LBD mod | hIAP block
O=C(C1CCCN(S(=O)(=O)c2ccc(Cl)cc2)C1)N(Cc1cccs1)C1CC1 (centres undefined) | -6 | -4 | -1.5 | 6 | 0.97 | 0.94 | 0 | -6 | 3
Cc1ccc(NS(=O)(=O)c2cc3c4c(cccc4c2)C(=O)NC3=O)cc1C | 0 | 4 | 4.0 | 13 | 0.94 | 0.87 | -6 | -5 | 6
Cc1ccc2nc(C3CCCN(C(=S)Nc4cccc(C)c4C)C3)[nH]c2c1 (centres undefined) | -2 | -4 | 2.7 | -33 | 0.93 | 1.3 | -4 | nt | 7
CN1CCN(NC(=O)CN(C)S(=O)(=O)c2cc(Cl)ccc2Cl)CC1 | -4 | 3 | 0.4 | -1 | 0.99 | 1 | 2 | -3 | 1
Cc1oc2cc3oc(=O)c(CCC(=O)NCCCC(=O)O)c(C)c3cc2c1C | 0 | 0 | 0.8 | -1 | 1 | 1 | -3 | -3 | -2
COc1ccc([C@H]2CC(=O)C=C(c3ccc4c(c3)OCO4)C2)cc1OC | -12 | -4 | 1.3 | -5 | 0.97 | 1 | -4 | 0 | 3
O=C(NCc1cccnc1)c1ccccn1 | -7 | -3 | 1.3 | 4 | 0.98 | 0.96 | -1 | -1 | 2
CN(C(=O)CO/N=C/c1ccc(Cl)cc1)c1ccccc1 | -10 | 1 | 0.3 | -7 | 1.1 | 1.1 | 0 | 1 | -6
CCc1cccc(C)c1NC(=O)c1ccc(CN2CCc3ccccc3C2)cc1 | -1 | 36 | 33 | -8 | 1 | 1.1 | -3 | -8 | -4
CC(C)NC(=O)NC(=O)CSc1nnc(COc2ccccc2Cl)o1 | -11 | -2 | 0.8 | 3 | 1.1 | 0.97 | -1 | 0 | -6
Cn1c(-c2ccc(N)cc2)nc2ccccc21 | -3 | -3 | 0.0 | 0 | 0.83 | 1 | -3 | -1 | 17
CC(C)NC(=O)c1ccc(S(=O)(=O)N(C)C)cc1 | 1 | 1 | -0.1 | -36 | 0.93 | 1.4 | 0 | 0 | 7
N#CCSc1nnc(COc2cccc3ccccc23)n1-c1ccccc1 | -10 | 0 | 15 | 4 | 1 | 0.96 | -3 | -4 | 0
CCC(C)(C)NC(=O)CN(C(=O)c1snc(C(N)=O)c1N)c1ccc2c(c1)OCCO2 | -8 | -5 | 0.3 | -8 | 0.93 | 1.1 | -2 | 1 | 7
CC(=O)c1ccc(S(=O)(=O)N2CCCC(N(C)CCc3ccccc3)C2)cc1 (centres undefined) | -8 | -5 | 8.1 | 6 | 1 | 0.94 | -1 | -3 | -4
CCOC(=O)Cc1c(C)c2c(C)[nH]nc2oc1=O | -5 | -3 | -8.3 | 4 | 0.93 | 0.96 | -3 | 0 | 7
CCOc1cccc(C(=O)NC(=S)Nc2ccccc2)c1 | 0 | 2 | 0.5 | 5 | 0.96 | 0.95 | -7 | 2 | 4
CC1(C)Cc2c(C#N)c(N)n(-c3ccccc3)c(=O)c2CO1 | -4 | -3 | -0.8 | 11 | 0.89 | 0.89 | -2 | 2 | 11
COc1ccc(-c2csc(N3CCC(c4ccccc4)CC3)n2)cc1 | -2 | -1 | 0.0 | 9 | 1.2 | 0.91 | -5 | -5 | -20
CN(C(=O)c1ccccc1)c1nccnc1C#N | 7 | -6 | -0.5 | 3 | 0.98 | 0.97 | 0 | 4 | 2
O=C(CSc1nnc(Cc2ccccc2)n1-c1cccc(Cl)c1)NNC(=O)Cc1ccccc1 | -1 | 0 | -0.6 | -10 | 1.9 | 1.1 | 0 | -1 | -90
CN(C)c1nnnn1-c1ccccc1Oc1ncc(C(F)(F)F)cc1Cl | -3 | -1 | -2.0 | -7 | 1 | 1.1 | 1 | 0 | -2
COc1ccc(N(CCOc2ccccc2)S(=O)(=O)c2ccccc2)cc1 | -5 | -2 | -0.8 | 2 | 1.1 | 0.98 | -7 | 0 | -6
CCn1cc(S(=O)(=O)Nc2cc(C)ccc2F)cn1 | 0 | 1 | -2.2 | -5 | 0.75 | 1.1 | -2 | 1 | 25
CCCN(CCC)C(=O)CC(c1ccccc1)c1cc(Br)ccc1O (centres undefined) | -7 | -6 | 3.4 | -9 | 0.95 | 1.1 | -6 | -5 | 5
FC(F)(F)c1cccc(CNC(=S)Nc2ccccc2)c1 | -2 | 2 | 82* | -34 | 1.1 | 1.3 | -4 | -1 | -8
CC(=O)c1ccc(NC(=O)CCCC(=O)c2ccccc2)cc1 | -6 | -3 | 0.3 | 3 | 1 | 0.97 | -3 | 6 | -2
O=C(CSc1nnc(NC(=O)c2ccccc2[N+](=O)[O-])s1)NCc1ccco1 | 2 | 5 | -1.1 | 3 | 1 | 0.97 | -4 | 0 | -2
OC(COc1ccccc1F)CN1CCC(Cc2ccccc2)CC1 (centres undefined) | -7 | -4 | 2.3 | -2 | 1.3 | 1 | 1 | -1 | -31
COCCCNC(=O)C1CCC(=O)N1Cc1ccccc1Cl (centres undefined) | -4 | 0 | -3.4 | 4 | 1.1 | 0.96 | -2 | 1 | -6
